# CHT PAM: human CHT allosteric activation; Q9GZV3; CHT-expressing cells, membrane potential dye, choline EC20; hits give high values; LV-AA mutant CHT in HEK293 cells; B-score at 10 µM; 0.49% of 310,000 active;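 active = initial fluorescence not abnormally high and integrated response B-score, plate-corrected, over 3 SD above library mean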
# Target sequence (Q9GZV3 whole entry, looked up): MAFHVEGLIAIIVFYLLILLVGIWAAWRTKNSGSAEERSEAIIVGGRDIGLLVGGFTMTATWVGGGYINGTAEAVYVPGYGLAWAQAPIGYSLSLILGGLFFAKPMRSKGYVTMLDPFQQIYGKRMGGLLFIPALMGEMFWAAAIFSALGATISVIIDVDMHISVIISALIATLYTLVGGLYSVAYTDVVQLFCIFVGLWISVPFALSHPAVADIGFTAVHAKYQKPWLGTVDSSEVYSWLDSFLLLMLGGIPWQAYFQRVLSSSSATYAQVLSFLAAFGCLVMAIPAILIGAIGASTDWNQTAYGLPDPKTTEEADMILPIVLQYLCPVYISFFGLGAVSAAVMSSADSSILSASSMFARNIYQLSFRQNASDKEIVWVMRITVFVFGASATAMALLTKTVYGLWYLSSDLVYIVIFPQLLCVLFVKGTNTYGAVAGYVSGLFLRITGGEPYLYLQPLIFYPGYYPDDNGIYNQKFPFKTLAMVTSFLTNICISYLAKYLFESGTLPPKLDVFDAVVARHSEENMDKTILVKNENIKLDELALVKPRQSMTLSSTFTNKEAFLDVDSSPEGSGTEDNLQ
# OX1R antagonist: blocks the human orexin 1 receptor; CHO/OX1R cells, Fluo-8 calcium fluorescence, orexin A; inhibition, % at 5 µM; 0.43% of 330,000 active; AID 434989;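 active = inhibition above its plate's threshold, mean inhibition of all tested compounds on the plate plus 3 SD, cut at about 37% in these data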;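 note: 0% = orexin A challenge wells and 100% = SB-334867-A antagonist wells; not every result past the cut was called active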
# Target sequence (O43613 whole entry, looked up): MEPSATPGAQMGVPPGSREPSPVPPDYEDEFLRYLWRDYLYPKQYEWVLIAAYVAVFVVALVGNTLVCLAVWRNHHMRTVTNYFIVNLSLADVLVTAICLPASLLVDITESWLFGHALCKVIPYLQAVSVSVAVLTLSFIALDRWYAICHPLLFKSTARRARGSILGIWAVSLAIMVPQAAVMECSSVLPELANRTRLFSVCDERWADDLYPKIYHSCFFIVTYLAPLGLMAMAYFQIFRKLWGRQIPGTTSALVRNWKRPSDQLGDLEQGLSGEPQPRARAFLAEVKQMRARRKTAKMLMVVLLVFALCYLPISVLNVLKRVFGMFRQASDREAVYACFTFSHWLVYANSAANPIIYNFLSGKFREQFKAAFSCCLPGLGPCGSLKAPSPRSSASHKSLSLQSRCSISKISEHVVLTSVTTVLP
# Numbers without * were called inactive; i = inactive; nt = not tested or not shown; & = joins results of further samples.
# The line under a structure holds: OX1R antagonist	CHT PAM
CCC(=O)N1CCN(c2ccccc2NC(=O)c2ccc([N+](=O)[O-])o2)CC1
  -21	8.9*
O=S(=O)(NCCC1=CCCCC1)c1c(Cl)cccc1Cl
  -1	i
Cc1ccc(CNC(=O)CSc2nc3ccsc3c(=O)n2NC(=O)c2ccccc2)cc1
  -33	i
COc1ccccc1N1CCN(C2CCCN(C(=O)CCc3ccccn3)C2)CC1 (configuration not stated)
  nt	i
O=C(CCc1nnc(Cc2c[nH]c3ccccc23)o1)NC1CCCC1
  -4	i
Fc1ccc(-n2c(-c3ccco3)n[nH]c2=S)cc1
  nt	i
CC(C)CNC(C)C(=O)Nc1ccc(S(N)(=O)=O)cc1 (configuration not stated)
  -3	i
CCc1nc2ccccc2n1CCC(C)C
  -32	i
O=C(O)c1ccccc1N=Nc1c(O)[nH]c2ccc([N+](=O)[O-])cc12
  3	i
Cn1cnnc1SC(C(=O)c1ccccc1)c1ccccc1 (configuration not stated)
  -14	i
COCCNC(=O)c1onc(CSc2cccc(C)c2)c1C(=O)O
  -19	i
c1ccc(Cc2nnc3sc(-c4ccccn4)nn23)cc1
  3	i
NNC(=O)Cn1c(COc2ccc(Cl)cc2)nc2ccccc21
  -33	i
O=C(Nc1cccc(NC(=O)c2ccco2)c1)c1cnccn1
  -39	i
CSCCC(NS(=O)(=O)c1ccccc1F)C(=O)NCc1cccs1 (configuration not stated)
  0	nt
CCc1nn(CC(=O)NC2CCN(Cc3ccccc3)CC2)c(=O)c2cc3cc(F)ccc3n12
  -46	i
O=C(Cc1cc(=O)[nH][nH]1)N/N=C/C=C/c1ccccc1
  -10&-7	i
COc1ccc2c(c1)C(=O)C(=O)N2
  10	i
CN(C(=O)COC(=O)C(Cc1ccccc1)NC(=O)c1ccccc1)c1ccccc1 (configuration not stated)
  -15	i
O/N=C/c1ccc2cccc(OCc3ccccc3)c2n1
  -9	i
O=C(Nc1ccc(F)cc1)Nc1nnc(Cc2ccccc2)s1
  -26	i
C=C(C)Cn1c(Sc2nnc(C)s2)nc2c1c(=O)[nH]c(=O)n2C
  -15	i
CCN(CC)c1nc(N)c(C#N)c(CC#N)c1C#N
  -54	i
CC(C)CC(NC(=O)C1CCCN1C(=O)[C@@H](C)NC(=O)OCc1ccccc1)C(=O)NCC(N)=O (some centres not stated)
  12	i
COC(=O)c1ccc(SCc2ccccc2)nc1
  8	i
COCCNC(=O)c1cc2c(=O)n3cccc(C)c3nc2n1C
  -8	i
COCCSc1ccccc1C(=O)Nc1ccncc1
  -2	i
CC(C)NS(=O)(=O)c1ccc(NC(=O)Cc2ccsc2)cc1
  -9	i
Cc1ccc2[nH]c(=O)c(CN(Cc3ccccc3)C(=S)NCCCN(C)C)cc2c1
  -39	i
COC(=O)N/N=C/c1cccc(OC(=O)c2ccc3c(c2)OCO3)c1
  13	i
CCOC(=O)C1=C(C(F)(F)F)Nc2ncnn2C1c1ccc(OC)c(OC)c1OC (configuration not stated)
  -8	i
Cc1cccc(NC(=O)c2sc3nc4c(c(-c5cccs5)c3c2N)CN(C)CC4)c1
  -13	i
CCCn1c(=N)n(CC(O)COc2cccc(C)c2)c2ccccc21 (configuration not stated)
  19	i
CC1CCN(c2ccc3nnc(CCC(=O)Nc4cc(F)ccc4F)n3n2)CC1
  -16	i
Cc1cc(C)c2c3c(sc2n1)C(=O)N(c1ccccc1C)CC(=O)N3
  -5	i
O=C(Nc1ccc(F)cc1)C1CC(=O)n2cnnc2N1 (configuration not stated)
  -21	i
O=c1cc(/C=C/c2ccccc2)oc2ccccc12
  -16	i
CCc1cccc(NC(=O)CN(C)S(=O)(=O)c2cccc3cccnc23)c1
  7	i
NC(=O)c1ccc(NC(=O)COc2ccc(-n3cnnn3)cc2)cc1
  1	nt
CC1CCN(S(=O)(=O)c2ccc3c(c2)c(=O)c(C(=O)NCc2ccco2)cn3C)CC1
  -29	i
O=C(CCN1CCN(Cc2ccccc2)CC1)Nc1ccccc1Cl
  -22	i
Cc1cccc(NCC(=O)N/N=C\c2c[nH]c3ccccc23)c1
  -5	i
COc1ccccc1NC(=O)C(C)Sc1nc2ccccc2c(=O)n1CC1CCCO1 (configuration not stated)
  -27	i
CCC(C)NC(=O)Cn1nc(C(F)(F)F)c2c1CCC2 (configuration not stated)
  -10	i
CCCCOc1cccc(NC(=O)CSc2nncn2C)c1
  -7	i
Clc1ccc(N2CCN(Cc3ccc(Br)o3)CC2)cc1
  -5	i
CCn1c(C)c(C)c2cc(C(=O)NCCN3CCCCCC3)ccc21
  -24	i
CCN(CC)c1nc(C)nc2c1cnn2CCc1ccccc1
  -9	i
Cn1cnc([N+](=O)[O-])c1NC(C)(C)C
  -18	i
O=C(Nc1nccs1)c1ccc(COc2ccccc2Br)o1
  12	i
Cc1nc(NC(=O)c2ccc([N+](=O)[O-])cc2Cl)sc1C(=O)N(C)C
  -8	i
CC(C)Sc1nc2ccccc2c(=O)[nH]1
  -16	i
N#Cc1cnn(Cc2ccccc2)c1N
  -5	i
CC(=O)c1ccc(OCCCC(=O)Nc2ccc(C)c(S(=O)(=O)N(C)C)c2)cc1
  -19	i
COc1ccc(-c2cc(N3C(=O)Nc4ccccc4N3O)n[nH]2)c(OC)c1
  -15	i
Cc1ccc(CN2C3=NCCCN3c3ccccc32)cc1
  -26	i
Cc1ccc(S(=O)(=O)Nc2nc(C)c(C(=O)Nc3ccccc3)s2)cc1
  7	i
CCCNC(=O)CSc1ccc(S(=O)(=O)N2CCCC2)cn1
  10	nt
CCN1CCN=C1Nc1ccccc1
  -4	i
C=CCn1c(=N)n(CC(=O)c2cccc([N+](=O)[O-])c2)c2ccccc21
  -21	i

# Record cards (already shown). Screens in order: OX1R antagonist, CHT PAM
# Entry for C=CCn1c(=N)n(CC(=O)c2cccc([N+](=O)[O-])c2)c2ccccc21 : -21, i
# Entry for NC(=O)c1ccc(NC(=O)COc2ccc(-n3cnnn3)cc2)cc1 : 1, nt
# Entry for CCc1cccc(NC(=O)CN(C)S(=O)(=O)c2cccc3cccnc23)c1 : 7, i

# Next section
# The line under a structure holds: OX1R antagonist	CHT PAM
CC(=O)c1ccc(NC(=O)CCS(=O)(=O)c2ccc3c(c2)n(C)c(=O)c(=O)n3C)cc1
  -7	i
CNC(=O)C1CCN(S(=O)(=O)c2c(C)noc2/C=C/c2cccc(C)c2)CC1
  -5	i
O=C(CN1C(=O)S/C(=C\c2cccs2)C1=O)Nc1ccc(C(=O)O)c(O)c1
  -10	i
CC1Sc2ccc(S(=O)(=O)CCC(=O)Nc3ccc(C(C)C)cc3)cc2NC1=O (configuration not stated)
  -26	i
COCCn1c(=S)[nH]c2cc(C(=O)NC(C)C)ccc2c1=O
  0	i
CCCCn1c(SCC(=O)Nc2nnc(C)s2)nnc1-c1ccncc1
  -19	i
CCCCCCN=C1CC(C)(C)CC(=O)/C1=C(/O)CCC
  -31	i
CCN(CC)c1nc(-c2nn[nH]n2)nc(N(CC)CC)n1
  -6	i
O=C(CC(Nc1ccc(F)cc1)c1ccccc1)c1ccccc1 (configuration not stated)
  -37	i
O=C(CN(C(=O)c1ccccc1Cl)N1C(=O)CCCC1=O)c1ccc(Cl)cc1
  -16	i
CCOC(=O)c1ccccc1NC(=O)Cn1c(=O)n(Cc2ccccc2)c(=O)c2c(C)c(C)sc21
  -26	i
FC(F)(F)c1cccc(CNC2CCN(Cc3ccccc3)CC2)c1
  -35	i
CCc1ccc(NC(=S)N(CCC(C)C)C2CCN(C(C)=O)CC2)cc1
  -26	i
Cc1cc(=O)oc2c1c(C(F)(F)F)nn2-c1ccccc1
  -22	i
CC(C)(C)NC(=O)COc1ccc(CNc2ccc3[nH]c(=O)[nH]c3c2)cc1
  -4	i
O=C(NCCc1ccccc1)c1ccc2c(c1)S(=O)(=O)N=C1CCCCCN12
  -11	nt
Cc1ccc(S(=O)(=O)CCC(=O)OCC(=O)NC(C)c2ccc(F)cc2)cc1 (configuration not stated)
  -5	nt
CCCCC(CC)CNC(=O)Cn1c(=O)[nH]c2ccsc2c1=O (configuration not stated)
  -8	i
NC(=S)N/N=C/c1c(O)ccc2ccccc12
  -2	i
COc1cc(CC(=O)OCC(=O)Nc2cc([N+](=O)[O-])ccc2F)cc(OC)c1OC
  -20	i
C=CCOc1ccc(/C=C/C(=O)OCC(=O)N(C)CC(=O)Nc2ccc(F)cc2)cc1
  -20	i
O=C(Cc1cccs1)Nc1nc(-c2ccc(F)c(F)c2)cs1
  -14	i
N#C/C(=C\c1ccc([N+](=O)[O-])cc1)c1nc(C2CC2)cs1
  -12	i
CC(C)c1ccc(S(=O)(=O)N2CCN(CC(O)CN3CCOCC3)CC2)cc1 (configuration not stated)
  -31	nt
COc1ccc(C(CNC(=O)c2cccc(S(=O)(=O)N3CCCCC3)c2)N2CCCC2)cc1 (configuration not stated)
  -26	nt
Cc1c(C(=O)N2CCCC2)c(S(=O)(=O)NCCc2ccccc2)c(C)n1C
  -31	i
CC(CNC(=O)c1cc(Cl)ccc1[N+](=O)[O-])NC(=O)c1cc(Cl)ccc1[N+](=O)[O-] (configuration not stated)
  -15	i
Cc1ccc(CNC(=O)CSc2nnc(CNC(=O)c3ccccc3)o2)cc1
  -12	i
N#CC1=C(N)N(c2ccccc2Sc2ccccc2)C(=O)C1
  -4	i
Cc1ccc(C)c(NC(=O)COC(=O)CSc2ccccc2)c1
  -7	nt

# Some of these compounds in order of molecular weight, ascending.
# The line under a structure holds: OX1R antagonist	CHT PAM
CCN(CC)c1nc(-c2nn[nH]n2)nc(N(CC)CC)n1
  -6	i
CN(C(=O)COC(=O)C(Cc1ccccc1)NC(=O)c1ccccc1)c1ccccc1 (configuration not stated)
  -15	i
CC1Sc2ccc(S(=O)(=O)CCC(=O)Nc3ccc(C(C)C)cc3)cc2NC1=O (configuration not stated)
  -26	i

# Not a retest: 4 of the compounds above.
# The line under a structure holds: OX1R antagonist	CHT PAM
CC(CNC(=O)c1cc(Cl)ccc1[N+](=O)[O-])NC(=O)c1cc(Cl)ccc1[N+](=O)[O-] (configuration not stated)
  -15	i
Cc1ccc(CNC(=O)CSc2nnc(CNC(=O)c3ccccc3)o2)cc1
  -12	i
N#CC1=C(N)N(c2ccccc2Sc2ccccc2)C(=O)C1
  -4	i
Cc1ccc(C)c(NC(=O)COC(=O)CSc2ccccc2)c1
  -7	nt

# Further structures follow:
# The line under a structure holds: OX1R antagonist	CHT PAM
CC1CCCC(C)N1c1nnc(N)s1 (configuration not stated)
  -13	i
CCN1CCCC1CNC(=O)COc1cc(=O)n(C)c2ccccc12 (configuration not stated)
  -6	7.2*
CCOCCc1nnc(NC(=O)CCc2ccccc2)s1
  -16	i
S=c1[nH]nc(-c2cccnc2)n1-c1ccccc1
  -6	i
COc1ccc(-c2cc(C(F)(F)F)nc(N3CCN(C)CC3)n2)cc1OC
  -30	i
Fc1ccc(COc2ccc3ccccc3c2CNc2nn[nH]n2)cc1
  -14	i
CCC(=O)Nc1nnc(SCC(=O)NC2CCCC2)s1
  5	i
Cc1cc(C)n(-c2nc3ccccc3c(=O)n2OCC#N)n1
  nt	i
CC(C)COc1ccc(/C=C2/Sc3ccccc3C2=O)cc1
  0	i
COc1ccc(CCn2c(=S)[nH]c3cc(C(=O)NCc4ccco4)ccc3c2=O)cc1OC
  -23	i
CCCc1ccc(OCC(O)CN2CCN(c3ccccn3)CC2)cc1 (configuration not stated)
  -45	i
CCNC(=S)N1CCC(n2cnc3ccccc32)CC1
  3	i
COc1ccccc1N1CCN(/N=C/c2cccc(O)c2)CC1
  -4	i
N#CC1(NC(=O)CN2CCc3ccccc3C2)CCCC1
  -16	i
O=C1CC(C(=O)Nc2ccc(Cl)cc2)S/C(=N\N=C\c2ccco2)N1 (configuration not stated)
  -4	i
COc1cccc(NC(=S)NNC(=O)c2ccccc2OC(F)F)c1
  -11	i
Cc1ccc(S(=O)(=O)N2CCN=C2SC(C)c2ccccc2)cc1 (configuration not stated)
  -37	i
N#Cc1nc(COc2cccc(Cl)c2)oc1NCc1ccncc1
  -17	i
CCc1nnc(NC(=O)c2cc3ccccc3oc2=O)s1
  -13	i
COc1ccc(C(C(=O)NC2CCCC2)N(C(=O)c2snc(-c3ccc(F)cc3)c2N)c2cccc(F)c2)cc1 (configuration not stated)
  -12	i
CCO[C@H]1OC(C(=O)N2CCN(Cc3ccccc3)CC2)=C[C@@H](c2ccc(C(F)(F)F)cc2)[C@@H]1CCCO
  -41	i
COc1cccc(CNc2cc(CSc3ccc(Cl)cc3)nc(C)n2)c1
  3	i
CCN(CC)C(=O)c1[nH]cnc1C(=O)N[C@@H](Cc1ccccc1)C(=O)OCc1ccccc1
  -23	i
Cc1ccc(C(=O)c2coc3c2C(=O)C(=O)c2ccccc2-3)cc1
  1	i
Cc1cccc(C)c1NC(=O)CNC(=O)c1ccc2nc[nH]c2c1
  -2	i
O=C1NCC(O)=C1C=Nc1ccccc1O
  -22	i
Cc1ccc(S(=O)(=O)N2CCCC2C(=O)NCc2ccccc2Cl)cc1 (configuration not stated)
  -11	i
Cc1ccc(-c2cn(CCC(=O)O)c(-c3ccc(Cl)nc3)n2)cc1
  -8	i
CC(C)CC(=O)Nc1ccnn1C1CCN(C(=O)c2ccc(F)cc2Cl)CC1
  -6	i
CC(NCCN(C)C)C(=O)C12CC3CC(CC(C3)C1)C2 (configuration not stated)
  -16	i
Cc1ccc(NC(=O)/C(C#N)=C/c2ccsc2)c(C)c1
  -18	i
Cc1cccc(NC(=O)CSc2nc3ccc(NC(=O)CSc4nnnn4-c4ccccc4)cc3s2)c1C
  -26	i
CCC(C)[C@H](NC(=O)NCc1ccco1)C(=O)O (some centres not stated)
  0	i

# Bioassay records from PubChem BioAssay.
